RMI FANCM FP – inhibitors of human RMI core complex binding to FANCM MM2 | Fluorescence polarization, RMI core complex with F-MM2 peptide; active compounds read low | FP signal (polarization) at 33 µM | actives 0.58% (n = 70,000) | AID 1159607; in the data active = FP signal below about 40; note: inactives centre near 61; strong numbers were not always called active; unit not given here
* hit, by the source's call; & = joins results of further samples.

Compound,RMI FANCM FP
N#Cc1c(F)cccc1N=Nc1c(-c2cccs2)n[nH]c1C(F)(F)F,50
COc1ccccc1-c1csc(NC(=O)c2cccc(C)c2)n1,59
Cc1cc(C(=O)N2CCN(c3ncccc3C#N)CC2)no1,54
Cc1n[nH]c(C)c1C(C)N (stereo not drawn),66
COc1ccc(C)cc1NC(=O)Cn1nc(Nc2ccccc2)c(S(=O)(=O)c2ccccc2)c1N,76
CC(C(=O)O)c1ccc(N2Cc3ccccc3C2=O)cc1 (stereo not drawn),66&53
CCN1C(=O)C(C)(C)COc2ccc(NC(=O)c3ccc(C(C)(C)C)cc3)cc21,73
COc1ccc(NC(=O)Nc2nnc(SCC(=O)Nc3cccc([N+](=O)[O-])c3)s2)cc1,55
CCc1nnc(C2CCN(C(=O)c3ccccc3Cl)CC2)s1,61
Cc1cc(NC(=O)c2ccc([N+](=O)[O-])c(C)c2)ccc1N1CCCC1=O,55
O=C(CCN1CCN(Cc2ccccc2)CC1)NNC(=O)Nc1cccc(Cl)c1,60
COc1ccc(OC)c(-n2nnc(-c3nc(-c4ccc(F)cc4)no3)c2N)c1,68
O=C(NC1CC1)c1csc2nc(-c3ccc(F)cc3)cn12,66
Cc1ccc2cc(CCNC(=O)c3ccccc3Br)c(=O)[nH]c2c1C,59
O=C(CCCSc1ccc(NC(=O)c2cccs2)nn1)Nc1cccc(Cl)c1,75
ClC1=C(CN2CCSCC2)CSc2ccc(Cl)cc21,60&56
CCCCCCC(=O)N=Nc1c(O)[nH]c2c(Br)cc(Br)cc12,63
O=S(=O)(NCC1COC2(CCCC2)O1)c1ccc(Cl)s1 (stereo not drawn),53
CCS(=O)(=O)NCCc1csc2nc(-c3ccccc3C)nn12,58
COc1ccc(-c2cc(=O)n(CC(=O)N3CCC(Cc4ccccc4)CC3)cn2)cc1,70
C/C(=N/N=c1/scc(-c2ccccc2)n1Cc1ccccc1)c1ccc(F)cc1,54
O=C(Cn1nc(-c2cccs2)c2sc(N3CCOCC3)nc2c1=O)NC1CCCCC1,60
COc1ccc(N2CCN(C(=O)CC3CSc4nc5c(c(=O)n43)CCCC5)CC2)cc1 (stereo not drawn),61
CC(=O)Nc1ccc2nc(NC(=O)c3cc(C)on3)sc2c1,59
COc1ccc2nc(-c3ccc(F)c(NC(=O)c4cccc(Cl)c4)c3)cn2n1,124
CC1CCN(S(=O)(=O)c2ccc(C(=O)Nc3ccccc3F)cc2)CC1,76
CCOC(=O)CCCSc1nnc(-c2cccnc2)n1-c1ccccc1,58
CS(=O)(=O)CC(N)=S,55
O=Cc1ccnc2ccc(Cl)cc12,56
CCOC(=O)c1cc(-n2cccc2)ccc1N1CCCCC1,49
CC(=O)Oc1cc(-c2cccc(C(F)(F)F)c2)c2oc(=O)sc2c1,61
COc1ccccc1CNC(=O)C(=O)NCCc1c[nH]c2ccccc12,51
CSc1nc2c(=S)[nH]c(=S)[nH]c2s1,60
O=C(Nc1nc2ccccc2s1)c1csc2nc(-c3ccc(F)cc3)cn12,71
O=C(Cc1csc(Nc2ccc(F)cc2)n1)N1CCN(C(=O)c2ccco2)CC1,64
COC(=O)[C@@H]1OC(=O)[C@H]2O[C@@]23[C@@]1(C)CCC1[C@@]2(C)CCC(=O)C(C)(C)C2C[C@@H](OC(C)=O)[C@]13C (stereo partly drawn),60
CCCCCCNC(=O)n1cc(F)c(=O)[nH]c1=O,55
Oc1c(Cl)cc(Cl)cc1/C=N\NCCc1ccccn1,45
Cn1ccc(C(=O)Nc2sc3c(c2C(N)=O)CCC3)n1,70
Cc1ccc(NC(=O)CN2C/C(=C3\SC(=S)N(C4CCCC4)C3=O)c3ccccc32)c(C)c1,62
CC(=O)N1CCc2ccc(NS(=O)(=O)c3ccc(F)c(C)c3)cc2C1,69
O=C(CN1CCN(Cc2nc3ccccc3[nH]2)CC1)N1CCC(Cc2ccccc2)CC1,58
CSc1c(C#N)c(-c2ccco2)nn1C,54
O=C(Cc1csc(Nc2ccc(F)cc2)n1)NC1CCCCC1,62
Cc1ccc(C)c2c1sc(=NC(=O)c1ccc(S(C)(=O)=O)cc1)n2C,55
COC(=O)CCCN(C)S(=O)(=O)c1ccc2c(c1)C(=O)c1ccccc1C2=O,62
NNC(=O)CSCCS(=O)(=O)c1ccccc1,55
Cc1ccc(-n2ncc3c(=O)n(NC(=O)/C=C/c4ccc5c(c4)OCO5)cnc32)cc1,94
Cc1cc(NC(=O)c2cccs2)n(-c2nc(-c3ccccc3)cs2)n1,118
O=C(CSc1nnc2ccc(-c3ccccn3)nn12)c1ccc(Cl)cc1,54

Carrying on:
Compound,RMI FANCM FP
O=C(Cc1ccc(F)cc1)Nc1nc(-c2cc(Cl)sc2Cl)cs1,58
Cc1nn(C2CCS(=O)(=O)C2)c2nc(-c3ccco3)cc(C(=O)Nc3ccc4c(c3)OCO4)c12 (stereo not drawn),63
Cc1cc(C(F)(F)F)n2nc(C(C)C)cc2n1,57
COc1ccc(S(=O)(=O)N2CCOCC2)cc1C(=O)Nc1cccc(C(F)(F)F)c1,55
COc1ccc(CCN=C(N)NS(=O)(=O)c2ccc(C)cc2)cc1OC,59
Cc1ccc(NC(=O)CN2CCC(C(=O)NCc3ccc4c(c3)OCO4)CC2)cc1,62&54
CCn1ccc(C(=O)Nc2cc(C)nn2-c2nc3ccccc3s2)n1,63
N#C/C(=C\c1sccc1Oc1ccccc1)C(=O)C1CC1,56
O=C(NCC1CCN(Cc2cccs2)CC1)C(=O)Nc1cccc(F)c1,80
CC(=O)Nc1ccc(S(=O)(=O)Nc2ccc(-c3ccc4nnc(C)n4n3)cc2)cc1,54
O=C(c1n[nH]c2ccccc12)N1CCN(c2ccccn2)CC1,56
O=C(C1CCCC1)N1CCc2ccc(NS(=O)(=O)CCc3ccccc3)cc21,75
Cc1cc(=O)[nH]c(-n2nc(C)cc2NC(=O)c2cc(C)oc2C)n1,69
CC1CCc2c(sc3nc4c5ccccc5c(NCCCN(C)C)nn4c(=O)c23)C1 (stereo not drawn),120&99
CC(NC(=O)c1ccc2c(=O)nc3c(-c4cccc(F)c4)n[nH]n3c2c1)c1ccc(F)cc1 (stereo not drawn),143
O=c1ccc(-c2ccco2)nn1CCNS(=O)(=O)CCc1ccccc1,55
O=C(CCCn1nc(-c2ccc(Cl)cc2)ccc1=O)NCc1ccc(F)cc1,60
c1ccc(C(c2ccccc2)N2CCN(Cc3nc(-c4cccs4)no3)CC2)cc1,63
NC(=O)CSc1nnc2[nH]c(=O)c3c(n12)CCCC3,68
O=C(O)c1cccn(Cc2ccccc2Cl)c1=O,55
Cc1ccc(/C=C(\C#N)C(=O)Nc2sc3c(c2C(=O)OC(C)C)CCCC3)s1,63
O=c1cc2oc3cc(O)c(O)cc3c(-c3ccccc3O)c-2cc1O,-1
CN(Cc1nnc(-c2ccc3ccccc3c2)o1)c1nnc(C(F)(F)F)s1,56
O=C(NCCN1CCN(c2ccccc2F)CC1)c1cccs1,65
O=C(NCC1COC2(CCCC2)O1)c1cccs1 (stereo not drawn),54
O=C(CN1CCOCC1)Nc1ccc(Br)cc1,57
CC1=C(C)CS(=Nc2ccc([N+](=O)[O-])cc2)N(S(=O)(=O)c2ccccc2)C1 (stereo not drawn),62
COc1ccc2nc(-c3ccc(NS(=O)(=O)c4cc(Cl)ccc4OC)cc3)cn2n1,80
COc1cc(CSc2nc(-c3ccccc3)cc(=O)[nH]2)cc(OC)c1,53
O=C(O)CC(CC(=O)Nc1ccc2ccccc2n1)c1ccccc1 (stereo not drawn),55
CCOc1ccc(NC(=O)CCC(=O)n2nc(C)cc2C)cc1,60
C(=N/Nc1nnc(-c2ccccc2)c(-c2ccccc2)n1)/c1ccncc1,56
Cn1nccc1C(=O)Nc1nnc(-c2ccc3c(c2)OCCO3)o1,68
COc1ccc(S(=O)(=O)NCC2CCN(Cc3cccs3)CC2)cc1Cl,77
CC(=O)NNc1ccc(C(F)(F)F)cn1,57
CS(=O)(=O)c1ccc(Nc2nc(CC(=O)N3CCCC3)cs2)cc1,63
COc1ccc(C(=S)N2CCN(C(=S)c3ccccn3)CC2)cc1,54
Cc1cc(C)c(S(=O)(=O)N2CCN(C(=O)N3CCCCC3)CC2)c(C)c1,59
CSc1ccccc1NC(=O)C1CCCCN1S(C)(=O)=O (stereo not drawn),66
CC(C)c1ccc(NC(=O)Cn2nc(-c3ccccc3)c3sc(N4CCOCC4)nc3c2=O)cc1,64
COc1cc(-c2coc3cc(OC)c(OC)c(OC)c3c2=O)cc(OC)c1OC,58
O=c1ccc(-c2ccccc2)nn1CCN1CCN(S(=O)(=O)c2ccccc2C(F)(F)F)CC1,63
Cc1cc(NS(=O)(=O)c2ccc(NC(=O)c3cc4c(=O)n5cccc(C)c5nc4s3)cc2)nc(C)n1,58
O=C(Cc1csc(NC(=O)c2ccc(Cl)cc2)n1)NCc1cccs1,70
CCOc1cc(/C=C2/SC(=S)N(NC(=O)c3ccc(C)cc3C)C2=O)ccc1O,90
COC(=O)c1ccccc1NC(=O)c1csc2nc(-c3ccc(OC)cc3)cn12,65
Nc1ccccc1SC(C[N+](=O)[O-])c1ccc(Cl)cc1 (stereo not drawn),54
Cc1ccc(Cl)cc1-n1c(=O)cc(N2CCN(c3ccc(F)cc3)CC2)[nH]c1=O,60
COc1ccc(C)cc1-n1ccnc1SCC(=O)Nc1nccs1,55
COc1ccccc1CNC(=O)CCCSc1ccc(NC(=O)c2cccs2)nn1,62

Among those listed so far, 3 contain a COOH group:
Compound,RMI FANCM FP
CC(C(=O)O)c1ccc(N2Cc3ccccc3C2=O)cc1 (stereo not drawn),66&53
O=C(O)c1cccn(Cc2ccccc2Cl)c1=O,55
O=C(O)CC(CC(=O)Nc1ccc2ccccc2n1)c1ccccc1 (stereo not drawn),55

(further entries)
Compound,RMI FANCM FP
Cc1cc(C(=O)N(CCn2cccn2)c2nc3c(Cl)cccc3s2)no1,57
Cn1cnc2c(NC3CCCC3)ncnc21,50
CC(C)(C)CC(C)(C)c1ccc(OCC(=O)Nc2nccs2)cc1,58
O=C(NNc1nc(-c2ccccc2)c2cc(Br)ccc2n1)c1cccs1,54
CCn1c(=NC(=O)c2ccnn2C)sc2cc(Cl)ccc21,63
COc1ccc(NC(=O)NC2CC(=O)N(c3ccc4c(c3)OCCO4)C2)cc1OC (stereo not drawn),53
CC(=O)Nc1ccc(NC(=O)C(=O)NCC(c2ccc3c(c2)CCCN3C)N2CCCC2)cc1 (stereo not drawn),76
Cc1cc(C(=O)NCc2cc3ccccc3s2)nn1C,54
Cc1cc(C)cc(-n2ccnc2SCC(=O)NO)c1,56
Cc1cc(NC(=O)CSc2nnc(CNC(=O)c3ccc(C(C)(C)C)cc3)o2)no1,56
C=CC[C@H](N)C(=O)O,59
Cc1cc(C(=O)N(CCCN2CCOCC2)c2nc3c(F)cc(F)cc3s2)on1,65
N#Cc1ccsc1NC(=O)c1ccc(-c2ccccc2)cc1,78
Cc1cc(F)ccc1S(=O)(=O)NCC(c1ccsc1)N1CCc2ccccc2C1 (stereo not drawn),77
C=C1C2(C(=O)Nc3cccc(Cl)c3)CCC(C2)C1(C)C (stereo not drawn),62
CC(C)N1C(=O)c2ccccc2N(Cc2ccccc2)S1(=O)=O,65
Cc1ccc(-n2c(Cc3cccn3C)nnc2SCC(=O)Nc2nc(C)cs2)cc1,58
O=S(=O)(NCCCCCCNS(=O)(=O)c1ccc(F)cc1)c1ccc(F)cc1,65
COc1ccc(CCC(=O)Nc2nc(CN3CCc4ccccc4C3)cs2)cc1,74
COc1cc(C(=O)N2CCN(Cc3nc(C(C)(C)C)cs3)CC2)cc(OC)c1OC,60
NC(=O)c1ccc(NC(=O)CCn2c(=O)oc3ccc(Cl)cc32)cc1,61
O=C(Oc1cc(O)cc2c1C[C@@H](OC(=O)c1cc(O)c(O)c(O)c1)[C@@H](c1ccc(O)c(O)c1)O2)c1cc(O)c(O)c(O)c1,54
Cc1cc(C)nc(SCNC(=O)c2cccs2)n1,65
CN1CCN(C(=O)CC2CSc3nc4c(c(=O)n32)CCCC4)CC1 (stereo not drawn),67
Cc1nc(CSc2nnc(C)s2)cs1,74
COc1ccc(-c2cnc(S(=O)CC(=O)NCCc3ccccc3)n2C)cc1 (stereo not drawn),56
Cc1ccc(C)c(Cn2ccn(-c3ccc(Cl)cc3)c(=O)c2=O)c1,55
Cc1[nH]c(=O)n(C)c(=O)c1CCc1nnc(SCC(=O)NCc2ccc(F)cc2)o1,60
O=C1CC(c2ccccc2)=NN1,52
COc1ccc(Cl)cc1C(=O)N1CCN(c2cc(Oc3ccccc3)nc(C)n2)CC1,57
Cc1ccc(-c2nc(S(=O)(=O)c3ccccc3)c(NCCCn3ccnc3)o2)cc1,59
Cc1ccc2c(c1)N(C(=O)Cn1nc3ccc(SC(C)(C)C)nn3c1=O)CCO2,64
O=c1[nH]c2ccccc2c(-c2ccccc2)c1-c1cc(-c2ccccc2)c2cc(Cl)ccc2n1,47
CNc1nnc(SCc2csc3ccccc23)s1,63
CCOC(=O)c1c(C=O)oc2c(C)cc(OC(=O)c3ccc(S(=O)(=O)N(CC)CC)cc3)c(Br)c12,64

Reprinted at random: 3 entries already listed.
Compound,RMI FANCM FP
C(=N/Nc1nnc(-c2ccccc2)c(-c2ccccc2)n1)/c1ccncc1,56
CCCCCCC(=O)N=Nc1c(O)[nH]c2c(Br)cc(Br)cc12,63
Cc1ccc(/C=C(\C#N)C(=O)Nc2sc3c(c2C(=O)OC(C)C)CCCC3)s1,63

Given field by field: two of the compounds above
structure: O=c1[nH]c2ccccc2c(-c2ccccc2)c1-c1cc(-c2ccccc2)c2cc(Cl)ccc2n1
  RMI FANCM FP: 47
structure: CNc1nnc(SCc2csc3ccccc23)s1
  RMI FANCM FP: 63

Bioassay records deposited in PubChem BioAssay by Small Molecule Screening Facility, UW Madison.

Only part of the results is shown; count on the stated rates, not on these rows.
